# TAG inh – inhibitors of triacylglycerol accumulation, primary screen, cell-based, uHTS, fluorescence, H9c2; inhibition, % at 12.5 µM; 230,000 tested, 0.66% active; H9c2 cells, Nile Red lipid (TAG) fluorescence; cells loaded with 200 µM oleic acid;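 active = pattern-corrected inhibition of lipid staining of at least 50% with the nuclear-stain viability signal not falling by more than 50%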;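 note: 0% = DMSO wells and 100% = triacsin C control wells; some results filed as inactive read as strong as hits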
# TAG inh DAPI viability – also measured in TAG inh; calls as there; DAPI nuclei signal change (viability), lower = more cytotoxic, %;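 whole-well DAPI fluorescence read on a plate reader as a viability signal; minus 50 percent equals half of cells still viable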
# * = called active by the depositor. An excerpt, so the mix of outcomes need not match the whole.
# Order of values – TAG inh	TAG inh DAPI viability
> O=C(Oc1cccc([N+](=O)[O-])c1)c1ccc2c(=O)n3c(nc2c1)CCC3
    7	4
> COc1ccccc1NC(=O)Nc1nc(CC(=O)Nc2ccccc2F)cs1
    -6	-5
> CN(CC(=O)Nc1ccccc1C(F)(F)F)C(=O)C1CCN(S(=O)(=O)c2ccc3c(c2)OCCO3)CC1
    2	-4
> CC(=O)Oc1ccc(OC(C)=O)c(SCCCCCCl)c1
    95	-78
> CC(C)(C)C(=O)Nc1nnc(SCC(=O)NCc2cccs2)s1
    2	6
> CN1CCN(c2oc(-c3ccccc3Cl)nc2S(=O)(=O)c2ccccc2)CC1
    -1	2
> O=C(NCc1ccccc1)[C@@H]1C[C@H]1[C@@H](NP(=O)(c1ccccc1)c1ccccc1)c1ccccc1
    25	-16
> COCCN(C(=O)CNC(=O)c1ccco1)C(C(=O)NC1CCCC1)c1cccs1 (configuration not stated)
    6	-1
> COC(=O)[C@@H](Cc1ccccc1)N(Cc1ccccc1)S(=O)(=O)N(Cc1ccccc1)[C@H](Cc1ccccc1)C(=O)OC
    12	7
> CCOc1ccc(N(CC(=O)N2CCCC2)S(=O)(=O)c2ccc(F)cc2)cc1
    2	2
> CCOC(=O)N1CCN(c2c(-c3ccc(C)cc3)c(=O)c2=O)CC1
    0	-7
> Cn1c(=O)c2c(nc(OCc3ccccc3)n2C)n(C)c1=O
    -20	11
> CCc1ccccc1NC(=O)CSc1nnc([C@H](CCSC)NC(=O)OC(C)(C)C)o1
    -11	7
> O=C(CSc1nnc2c(n1)[nH]c1ccccc12)NCc1ccco1
    -5	8
> COc1ccc(NC(=O)COC(=O)c2ccc(S(=O)(=O)N3CCCCCC3)cc2)c(OC)c1
    6	7

# New compounds follow
# Order of values – TAG inh	TAG inh DAPI viability
> O=C(Oc1ccc(N(C(=O)c2ccncc2)S(=O)(=O)c2ccc(F)cc2)cc1)c1ccncc1
    -7	3
> COC(=O)c1ccc(CSC(=N)N)o1
    -2	-5
> O=C(CCSc1nc(-c2ccco2)cc(C(F)(F)F)n1)NCCc1ccccc1
    -3	3
> O=C(COc1ccc(Br)cc1)NCCNC(=O)c1ccncc1
    -8	1
> Cc1ccc(S(=O)(=O)N2CCN(C(=O)c3cc(=O)c4ccccc4o3)CC2)cc1
    -16	9
> CCc1cc(C(=O)N(CCCOC)c2c(N)n(Cc3ccccc3)c(=O)[nH]c2=O)sc1C
    13	-2
> CCCNC(=O)C(Cc1cccc(C#N)c1)NC(=O)c1ccc(C#N)cc1 (configuration not stated)
    25	-4
> CC1=C(C(=O)OCC2CCCO2)C(c2coc3ccc(C)cc3c2=O)C2=C(CCCC2=O)N1 (configuration not stated)
    -4	-7
> CC(=O)N1CCc2cc(S(=O)(=O)NC(C(=O)Nc3nc(C)cs3)C(C)C)ccc21 (configuration not stated)
    -25	15
> O=C(Nc1cccc2ccccc12)c1ccc(Br)o1
    27	-8
> Cc1cc(NC(=O)COC(=O)c2ccccc2[N+](=O)[O-])no1
    10	0
> Cc1[nH]c(=O)[nH]c(=O)c1/C=N/NC(=O)[C@@H](N)CC(C)C
    3	-3
> Cc1ccccc1N1CCN(S(=O)(=O)c2ccc3ccccc3c2)CC1
    -12	8
> CCc1ccc(NC(=O)CSc2nccn(-c3ccc4c(c3)OCCO4)c2=O)cc1
    6	0
> CCN(CC)C(=O)[C@H]1C[C@H](CC(=O)NCCCN(C)C)C(=O)N2CCc3c([nH]c4ccc(Cl)cc34)[C@]12C
    30	-20

# Grouped by structure: the compounds so far containing bromine (2)
# Order of values – TAG inh	TAG inh DAPI viability
> O=C(COc1ccc(Br)cc1)NCCNC(=O)c1ccncc1
    -8	1
> O=C(Nc1cccc2ccccc12)c1ccc(Br)o1
    27	-8

# Next structures
# Order of values – TAG inh	TAG inh DAPI viability
> Cc1ccc(S(=O)(=O)NCCC(=O)Oc2ccc3ccc(=O)oc3c2)cc1
    -10	8
> Cc1cccc(NC(=O)CN(C)S(=O)(=O)c2ccccc2)n1
    -4	7
> O=C(C1CCC1)N1CCN(S(=O)(=O)c2cccc(F)c2)CC1
    -2	-10
> CCCCCCCNC(=O)C1(CC2CC(c3ccc(Cl)cc3)=NO2)CCN(C(=O)Cc2ccc(F)cc2)CC1 (configuration not stated)
    2	-9
> CCOCCn1c(=NC(=O)c2ccc(S(=O)(=O)N3CCOCC3)cc2)sc2cc(S(N)(=O)=O)ccc21
    -2	-1
> CCCCN(C(=O)Cn1nnc2ccccc21)C(C(=O)NCCOC)c1ccccc1 (configuration not stated)
    2	2
> Cc1cc(Cl)ccc1N=c1ssnc1Cl
    -17	-3
> C#CCOCCOCCOCCNc1nc(N2CCN(C(=O)Cn3cc(CC(C)O)nn3)CC2)nc(N2CCN(C(=O)[C@H]([C@@H](C)O)n3cc(CCCCN)nn3)CC2)n1 (some centres not stated)
    -3	7
> Cc1ccc(NC2CCCN(C(=O)c3cccnc3)C2)cc1C (configuration not stated)
    -2	2
> CCOC(=O)c1ccc(NC(=O)Cn2ccc([N+](=O)[O-])n2)cc1
    -3	-2
> Cc1ccc(N2CCN(C(=O)c3cc(C(=O)c4ccccc4C)c[nH]3)CC2)c(C)c1
    12	-17
> COc1ccc(S(=O)(=O)N2CCCCC2C(=O)O)cc1OC (configuration not stated)
    -6	24
> O=C(CSc1nccc(=O)[nH]1)Nc1ccc2c(c1)OCCO2
    15	26
> COc1ccc(Cl)cc1C(=O)NNC(=O)c1ccncc1
    6	-11
> N#CCC(=O)Nc1ccc(C(=O)OCC(=O)NC(=O)NCc2ccco2)cc1
    7	7

# Remaining list, next part:
# Order of values – TAG inh	TAG inh DAPI viability
> COc1ccc(Cl)cc1N(CC(=O)NC1CC2CCC1C2)S(=O)(=O)c1ccccc1 (configuration not stated)
    -4	-6
> COc1ccc(C(=O)OCC(=O)c2cc(C)n(CC3CCCO3)c2C)cc1[N+](=O)[O-] (configuration not stated)
    -16	-3
> Cc1ccc(S(=O)(=O)Nc2c(C)ccc3nsnc23)cc1
    -9	-1
> Cc1cc2oc(C(=O)NCc3ccncc3)c(C)c2cc1C
    7	-4
> O=C(O)c1c(F)c(F)cc2ccccc12
    1	2
> COc1ccc(N(C(=O)c2ccncc2)S(=O)(=O)c2ccccc2)cc1
    -7	2
> CCOC(=O)c1cnc2oc3ccccc3n2c1=O
    -12	14
> CCOc1cc(N2CCOCC2)c(OCC)cc1NC(=O)CN1CCN(Cc2ccc3c(c2)OCO3)CC1
    -2	1
> Clc1ccc(Nc2nc(NCCN3CCOCC3)nc(N3CCOCC3)n2)cc1
    116	-52
> COc1cc(CN2C[C@@H](CO)O[C@@H](n3cnc4c(N5CCN(c6ccccc6)CC5)ncnc43)C2)cc(OC)c1OC
    18	-5
> Cc1cn([C@H]2C[C@H](O)[C@@H](CNC(=O)[C@H](N)Cc3cn(COCc4ccccc4)cn3)O2)c(=O)[nH]c1=O
    1	-1
> CC1CCN(c2nc3c(c(=O)[nH]c(=O)n3C)n2Cc2ccccc2Cl)CC1
    -7	5
> CCCCNC(=O)C1(C)CCCCN1Cc1ccc(-c2ccccc2)cc1 (configuration not stated)
    -28	9
> Cc1cc(NCc2ccccc2Cl)n2nnnc2n1
    -7	1
> Cc1ccc2c(c1)c1nnc(SCC(=O)Nc3cccc(Cl)c3C)nc1n2CC(=O)O
    -7	-8

# (list continues)
# Order of values – TAG inh	TAG inh DAPI viability
> COc1ccc2cc[nH]c2c1
    12	-9
> CCCSc1ccc([C@@H]2[C@@H]3C(=O)N(CC)C(=O)[C@@H]3[C@]3(C(=O)OC)CCCCN23)cc1
    -18	-2
> CCOc1c2ccc(C(=O)NCc3cc(C(F)(F)F)cc(C(F)(F)F)c3)cc2nn1C
    0	11
> Nc1nc(-c2ccc(Br)s2)c(Br)s1
    9	6
> C=C(C)C(=O)Nc1cccc(C2=NOC3(C2)C[C@H](C(N)=O)N(C(=O)C(c2ccccc2)c2ccccc2)C3)c1 (some centres not stated)
    -20	-2
> CCc1c(O)nc(SCC(=O)NC(C)(C)C)n(-c2ccccc2)c1=O
    -19	8
> CC(C)(C(=O)N1CCC1(C)C(=O)NS(=O)(=O)c1ccc(Br)cc1)c1ccccc1 (configuration not stated)
    -5	8
> Cc1cccc(-n2c(N)cc(=O)[nH]c2=S)c1
    19	-2
> O=C(Oc1cccc2c(O)cccc12)c1ccccc1Cl
    0	1
> Cc1ccc(C(c2nnnn2CC2CCCO2)N2CCN(c3cccc(C)c3C)CC2)cc1 (configuration not stated)
    18	2
> CCN1CCN(c2cc(=O)n(C3CCCCC3)c(=O)[nH]2)CC1
    5	-14
> COc1ccc(NC(=O)CN2C(=O)NC3(CCCCCCC3)C2=O)cc1
    13	-2
> CCOCCn1ccc2c(OCC(=O)Nc3ccc(OC)cc3OC)cccc2c1=O
    19	-9
> COC(=O)c1ccccc1S(=O)(=O)N1CCC(C(=O)NCC2CCCO2)CC1 (configuration not stated)
    0	1
> CCOC(=O)c1cc(CC)sc1N1C(=O)CC(Sc2ncccc2C(=O)O)C1=O (configuration not stated)
    1	-3

# Copied from the list.
# `CCOc1c2ccc(C(=O)NCc3cc(C(F)(F)F)cc(C(F)(F)F)c3)cc2nn1C` in TAG inh DAPI viability = 11
# `CCCSc1ccc([C@@H]2[C@@H]3C(=O)N(CC)C(=O)[C@@H]3[C@]3(C(=O)OC)CCCCN23)cc1` in TAG inh DAPI viability = -2
# `CCc1c(O)nc(SCC(=O)NC(C)(C)C)n(-c2ccccc2)c1=O` in TAG inh DAPI viability = 8
# `O=C(Oc1cccc2c(O)cccc12)c1ccccc1Cl` in TAG inh = 0

# The listing continues:
# Order of values – TAG inh	TAG inh DAPI viability
> Cc1ccccc1NC(=O)NNC(=O)c1ccc2ccccc2c1O
    4	7
> CN(CC(=O)Nc1c(Cl)cccc1Cl)C(=O)CC1OC(=O)c2ccccc21 (configuration not stated)
    3	-7
> O=C(c1ccc2c(c1)N(Cc1cccc(Cl)c1)C(=O)c1ccccc1S2(=O)=O)N1CCN(c2ccccn2)CC1
    -39	1
> O=C(Nc1cccc(F)c1)N1CC=C(c2ccc(Cl)cc2)CC1
    1	-14
> Cc1ccc(NC(=O)OC(C)N2CCCCC2)cc1NC(=O)OC(C)N1CCCCC1 (configuration not stated)
    25	-21
> Cc1cccc(N2CCN(C(=O)C3CCN(S(=O)(=O)c4cccnc4)CC3)CC2)c1C
    7	1
> Cn1c(Cn2cnc3ccccc32)nnc1SCC(=O)CC(=O)Nc1ccccc1
    2	-15
> CCOC(=O)C1(CCOC)CCN(C(=O)c2ccccc2-c2cccc(C)c2)CC1
    -9	1
> Cc1cc(C)c(C(=O)c2ccc(C(=O)N3CCCCC3)cc2)c(C)c1
    5	-4
> O=C(OCc1ccccc1F)c1ccc2c(c1)OCCO2
    1	1
> NNS(=O)(=O)c1ccc(Sc2ccccn2)c([N+](=O)[O-])c1
    -3	1
> C/C(=N\Nc1nc(-c2ccccn2)nc2ccccc12)c1ccc(F)cc1
    2	1
> Clc1ccc(-c2ccc(CN3CCCCC3)o2)cc1
    2	7
> NS(=O)(=O)c1cccc(NS(=O)(=O)c2ccc(/C=C/C(=O)OCC(=O)c3ccccc3)cc2)c1
    -15	7
> O=S(=O)(Nc1cccc(C(F)(F)F)c1)c1cccnc1
    5	-3

# More records.
# Order of values – TAG inh	TAG inh DAPI viability
> CN(c1ccc(C(=O)Nc2ccccn2)cc1)S(=O)(=O)c1ccccc1
    0	7
> O=C1c2ccccc2C(=O)N1CCC#Cc1ccc2cc(C3(O)CCCCC3)oc(=O)c2c1
    -31	0
> CCN(C[C@H]1N[C@@](CC)(C(=O)OC)[C@H]2C(=O)N(C)C(=O)[C@@H]12)C(=O)C1CCCCC1
    -6	15
> Cn1c(CN2CCOCC2)nnc1SCC(=O)NC1CCCCC1
    5	-12
> CCOc1cc(N2CCOCC2)c(OCC)cc1NC(=O)c1cccc(N(C)C)c1
    7	5
> CC(=O)Nc1cc2c(cc1Cl)-c1ccc(F)cc1C2O (configuration not stated)
    -12	5
> CCOc1c2ccccc2nn1CCO
    7	-10
> NC(c1csc(Nc2ccc(C(=O)NCCO)cc2)n1)C1CCCCC1 (configuration not stated)
    3	0
> Cc1[nH]c2ccccc2c1C(c1ccncc1)N1CCN(c2ccccn2)CC1 (configuration not stated)
    -18	3
> COc1cc(Cl)ccc1OCc1cc(C(=O)N2CCN(C)C(=O)[C@@H]2C)no1
    2	-11
> CC(C)SC1=NC(C)(C)C=C(/C=C/c2c(Cl)cccc2Cl)N1
    26	-7
> CCn1cc(Br)c(C(=O)Nc2ccc(F)c(Cl)c2)n1
    19	-8
> CC(C)C(=O)Nc1ccc(C=C2C=Cc3ccccc32)cc1
    10	-10
> O=c1c2ccccc2oc2cc(-c3ccc(CN4CCOCC4)cc3)ccc12
    -24	1
> Cc1cc(C)cc(OCCCC(=O)O)c1
    -17	-5

# Sorted by formula weight (descending): five of the compounds above.
# Order of values – TAG inh	TAG inh DAPI viability
> CCN(CC)C(=O)[C@H]1C[C@H](CC(=O)NCCCN(C)C)C(=O)N2CCc3c([nH]c4ccc(Cl)cc34)[C@]12C
    30	-20
> Cc1ccc(S(=O)(=O)N2CCN(C(=O)c3cc(=O)c4ccccc4o3)CC2)cc1
    -16	9
> CCOc1ccc(N(CC(=O)N2CCCC2)S(=O)(=O)c2ccc(F)cc2)cc1
    2	2
> CC1CCN(c2nc3c(c(=O)[nH]c(=O)n3C)n2Cc2ccccc2Cl)CC1
    -7	5
> O=C(Nc1cccc2ccccc12)c1ccc(Br)o1
    27	-8

# (listing goes on)
# Order of values – TAG inh	TAG inh DAPI viability
> COc1ccc(NS(=O)(=O)c2cccc(C(=O)NNC(=O)c3ccccc3O)c2)cc1
    -2	-13
> Cc1ccc(C(=O)NCCNC(=O)CN2CCCC2)cc1
    9	5
> Cc1nc(-c2cccc(NC(=O)COc3ccc(Cl)cc3)c2)cs1
    -18	-2
> COc1ccc(NC(=O)CN2CCN(CC(=O)Nc3ccccc3F)CC2)cc1OC
    5	7
> CC(CCc1ccccc1)NC(=O)CCNS(=O)(=O)c1ccccc1 (configuration not stated)
    10	-1
> COCCOC(=O)c1c(N)n(CCCN2CCOCC2)c2nc3ccccc3nc12
    -28	13
> Cc1nc2ccc(C(=O)O)cc2c2c1CC(CN)O2 (configuration not stated)
    7	4

# Source: PubChem (Sanford-Burnham Center for Chemical Genomics)
